# Assay outcomes: PubChem, The Scripps Research Institute Molecular Screening Center
# GPR151 activ: human GPR151 activation; 650,000 tested, 1% active; activation, % at 11.2 µM; Q8TDV0; PathHunter beta-arrestin GPR151 cells, luminescence; in the data active = activation above about 4.9%;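 also: 0% = median of compound wells and 100% = cells with positive control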
# Target sequence (Q8TDV0 whole entry, looked up): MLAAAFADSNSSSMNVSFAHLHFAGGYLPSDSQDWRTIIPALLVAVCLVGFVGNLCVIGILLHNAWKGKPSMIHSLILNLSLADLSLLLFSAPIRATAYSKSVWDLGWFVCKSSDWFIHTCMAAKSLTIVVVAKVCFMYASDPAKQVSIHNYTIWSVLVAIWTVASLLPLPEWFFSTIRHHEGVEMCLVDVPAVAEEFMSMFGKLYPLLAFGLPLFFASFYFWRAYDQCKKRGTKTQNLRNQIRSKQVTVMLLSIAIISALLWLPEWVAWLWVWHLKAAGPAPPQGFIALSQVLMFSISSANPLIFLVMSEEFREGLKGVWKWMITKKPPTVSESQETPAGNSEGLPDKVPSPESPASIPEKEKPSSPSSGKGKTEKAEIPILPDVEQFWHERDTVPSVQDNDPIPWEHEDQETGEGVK
# TEAD-YAP block: TEAD-YAP interaction inhibition | HEK-TIYL cells, TEAD-Gal4/YAP UAS-luciferase luminescence | 640,000 tested, 1.4% active | inhibition, % at 9.12 µM; in the data active = inhibition above about 32%;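 also: 0% = median of test compound wells and 100% = reference inhibitor wells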
# MITF primary: inhibitors of human MITF; AlphaScreen MITF homodimerization, bead proximity signal; O75030; AID 1259374; inhibition, % at 2.6 µM; 650,000 tested, 0.91% active; in the data active = inhibition above about 50%;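 also: 0% = vehicle wells with protein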
# FBW7 act: activators of human E3 ligase FBW7. Q969H0. normalized activity (activation), % at 26.1 µM. AlphaScreen FBW7–phospho-cyclin E peptide binding, activator screen. 650,000 tested, 0.13% active; in the data active = normalized activity above about 1.9%;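 also: purified mutant Fbw7 with reduced substrate affinity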
# Target sequence (Q969H0 whole entry, looked up): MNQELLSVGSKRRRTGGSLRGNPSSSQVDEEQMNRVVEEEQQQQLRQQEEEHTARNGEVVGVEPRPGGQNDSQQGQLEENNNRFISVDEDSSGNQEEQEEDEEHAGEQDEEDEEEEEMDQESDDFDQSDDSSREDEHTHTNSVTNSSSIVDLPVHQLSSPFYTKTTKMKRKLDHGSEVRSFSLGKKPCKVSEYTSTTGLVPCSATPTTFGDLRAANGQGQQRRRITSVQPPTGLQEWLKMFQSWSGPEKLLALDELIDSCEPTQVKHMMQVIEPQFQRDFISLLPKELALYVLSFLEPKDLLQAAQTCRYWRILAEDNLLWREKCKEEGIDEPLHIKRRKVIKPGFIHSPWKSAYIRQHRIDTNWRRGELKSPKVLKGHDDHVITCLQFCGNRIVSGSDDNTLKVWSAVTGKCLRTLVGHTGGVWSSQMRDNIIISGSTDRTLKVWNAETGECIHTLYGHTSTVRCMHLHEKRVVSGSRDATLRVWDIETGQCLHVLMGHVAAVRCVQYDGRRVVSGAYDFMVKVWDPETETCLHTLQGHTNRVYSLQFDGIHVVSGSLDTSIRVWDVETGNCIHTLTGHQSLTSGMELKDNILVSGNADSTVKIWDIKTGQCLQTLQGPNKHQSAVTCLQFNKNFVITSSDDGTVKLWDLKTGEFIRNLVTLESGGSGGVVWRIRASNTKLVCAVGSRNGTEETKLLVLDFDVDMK
# Numbers without * were called inactive; . = not tested or not shown.
# Fields – GPR151 activ, TEAD-YAP block, MITF primary, FBW7 act
> O=C1C(Cc2ccccc2)N=C2c3ccccc3N=C(SCc3cc(=O)n4ccccc4n3)N12 (stereo not given)
  0.4, 2, 13, -0.1
> O=C(Nc1ccc(Cl)cc1Cl)C12CCC3CC(CC1)C2C3 (stereo not given)
  0.5, 6, 11, 0.1
> COc1ccc(-c2nnc(-c3sc4nc(C)cc(C)c4c3N)o2)cc1OC
  0.5, 4, 5, 0.0
> CCCNc1nccn2c(-c3ccco3)cnc12
  1.0, 1, -12, 0.0
> CCC(CC(=O)NCc1ccc(Cl)cc1Cl)n1ccnc1 (stereo not given)
  0.9, -9, -4, -0.1
> CCc1ccc(NC(=O)N[C@H]2C[C@H]3C(=O)N[C@@H](CC(C)C)C(=O)N3C2)cc1
  0.4, 1, -3, -0.2
> Cc1ccc(N2NC(=O)/C(=C/c3ccc(O)c([N+](=O)[O-])c3)C2=O)cc1
  1.0, 1, -3, -0.1
> O=C(NCc1ccccc1)C(O)c1ccccc1 (stereo not given)
  0.4, 7, -106, -0.1
> C=CCNC(=O)/C(C#N)=C/c1ccccc1F
  0.4, -2, -5, 0.1
> CCOC(=O)c1c(NC(=O)CN2CCCC(C(=O)OCC)C2)sc2c1CCCC2 (stereo not given)
  4.3, -7, -2, 0.0
> O=C(CC(Sc1cccs1)c1cccc([N+](=O)[O-])c1)C1CCCCC1 (stereo not given)
  -1.0, -6, 0, -0.1
> CCc1cccc(NC(=O)CCNc2c(N3CCCC3)c(=O)c2=O)c1
  2.0, 2, -5, -0.2
> COc1cc(C(=O)Nc2nnc(Cc3ccccc3)s2)cc(OC)c1OC
  -0.8, 3, 0, 0.2
> COc1ccc([N+](=O)[O-])cc1CSc1nc2ccc(NC(=O)c3ccc(C(C)(C)C)cc3)cc2s1
  -1.1, -4, 0, 0.7
> O=C1c2cc(S(=O)(=O)O)ccc2C(=O)c2c1cccc2[N+](=O)[O-]
  -7.4, 7, 0, 0.1
> Cc1cc2c(cc1C)C(c1cc3c(cc1Br)OCO3)CC(=O)N2 (stereo not given)
  1.0, 8, -5, -0.2
> O=C(CCn1c(=O)oc2ccccc21)Nc1ccc(F)c([N+](=O)[O-])c1
  0.3, 2, -8, -0.4
> COc1ccc(-c2nn(CCC(=O)O)cc2/C=C2\SC(N)=NC2=O)cc1OC
  -0.3, 6, -1, 0.0
> CCn1ccnc1CN(C)C(=O)CC1C(=O)NCCN1Cc1ccc(C)cc1 (stereo not given)
  0.2, -1, 9, 0.3
> CCCNC(=O)C(=O)NCCc1ccc(OC)c(OC)c1
  6.2*, 4, 3, -0.1
> CCOC(=O)C1=C(C)N(c2ccc(OC)cc2)C(C)=C(C(=O)OCC)C1c1ccc(Cl)cc1
  -0.4, 6, 9, 0.6
> COc1ccc(Nc2nc(C)cc(NCc3cccc(C(F)(F)F)c3)n2)cc1
  -0.4, 38*, 6, 0.0
> CCc1cc(CN2CCN(C)CC2)c(NC(=O)c2ccccc2)s1
  -0.5, -8, 1, 0.0
> CC1CCC2C(=O)N(CNc3cccc(Cl)c3)C(=O)C2C1 (stereo not given)
  0.1, -3, -1, 0.0
> CCOC(=O)c1c(NC(=O)CSc2nnc(CNC(=O)c3ccccc3C(F)(F)F)n2-c2ccc(F)cc2)sc2c1CCC2
  -0.7, 5, -7, 0.0
> O=C(Cn1nc(C(F)(F)F)c2c1CCCCC2)N1CCOCC1
  1.1, 5, 6, -0.2
> CCn1cnc2c(sc3nc(N4CCOCC4)c4c(c32)CC(C)(C)OC4)c1=O
  1.2, -2, 8, 0.2
> [O-]/[N+](=C\c1ccc(OC(F)F)cc1)c1ccccc1
  4.0, -1, 4, -0.2
> COc1ccc(C2C=C(c3ccc(F)cc3)Nc3ncnn32)cc1OC (stereo not given)
  -0.3, 12, 14, 0.6
> COc1c(C)cccc1C(=O)NC(=S)Nc1ccc(Cl)cn1
  1.2, 6, 5, -0.1
> CCCOC(=O)C1=C(C)NC2=C(C(=O)C(C(=O)OC)C(C)C2)C1c1ccc(O)c(OC)c1 (stereo not given)
  1.1, -23, -6, -0.1
> O=C(CCC(=O)Nc1ccc(F)cc1)N/N=C/c1cccc(I)c1
  0.0, 7, 13, 0.4
> CC(C)(C)OC(=O)/C(C#N)=C1\CCC(C2CC/C(=C(/C#N)C(=O)OC(C)(C)C)N2)N1 (stereo not given)
  -0.4, 1, 3, 0.0
> CC1=C(C(=O)OC2CCCCC2)C(c2ccc(C)cc2)n2nnnc2N1 (stereo not given)
  -0.2, -16, -3, 0.4
> CCOC(=O)COc1ccc2oc(=O)c(-c3ccc(OC)c(OC)c3)c(C)c2c1
  -1.8, -6, 7, 0.1
> CCOC(=O)CC(=O)CSc1nc2c(c(-c3ccc(Cl)cc3)c1C#N)CCCC2
  1.0, 5, -2, -0.1
> CC1(C)CC(=O)C2=C(C1)NC(=O)CC2c1cc(F)ccc1F (stereo not given)
  -0.2, -3, 15, 0.2
> O=C1C(Nc2ccc(Br)cc2)=CC(c2ccc3c(c2)OCO3)N1c1ccc(Br)cc1 (stereo not given)
  -0.5, -5, 14, 0.0
> CC(C)(C)c1ccc(O[C@@H]2[C@H](O)CO[C@H]2/C=C/C#Cc2ccccc2)cc1
  1.1, ., 16, -0.1
> CC(C)c1ccc(/C=N\NC(=O)Cc2cccs2)cc1
  0.7, -52, 12, 0.1
> O=c1c2cc(N3CCOCC3)ccc2nc(SCc2ccncc2)n1Cc1ccccc1
  0.7, 3, 0, 0.0
> O=C(COc1ccc(Br)cc1)NC1CCCCC1
  -0.7, -21, 10, 0.1
> CCn1c(=O)cc(OCC(=O)N2CCN(c3cccc(Cl)c3)CC2)c2ccccc21
  -0.6, 10, -6, -0.1
> Cc1ccccc1CN1CCN(CC(=O)NC2CCCCC2)C1=O
  -0.2, 7, 18, 0.7
> Cc1ccc(OCC(=O)Nc2ccc3c(c2)OCCO3)c(C)c1
  1.2, -15, 7, 0.0
> COc1ccc([C@@H](C)NC(=O)CCC2(Cc3ccc(Cl)cc3)CCC(=O)N2)cc1 (stereo not given in full)
  -0.6, 10, 1, -0.1
> Cc1csc(C(C)N(C)C2CCC(=O)N(CCC(C)C)CC2)n1 (stereo not given)
  2.0, -3, 11, 0.2
> CCOC(=O)CCN(Cc1cccs1)S(=O)(=O)c1ccc(F)cc1
  -0.7, -15, -9, -0.1
> CC(C)OC(=O)CC(=O)CSc1nc2c(c(-c3cccs3)c1C#N)CCCC2
  1.0, 8, -6, 0.0
> CC1CCCC(NC(=O)c2ccc3nc(-c4cccs4)c(-c4cccs4)nc3c2)C1C (stereo not given)
  1.2, -5, -10, 0.0
> COc1ccc(OC)c(/C=N/Nc2ccc([N+](=O)[O-])cc2[N+](=O)[O-])c1
  1.2, 14, -1, -0.1
> C=CCNC(=O)/C(C#N)=C/C=C/c1ccccc1
  -0.5, -7, -4, 0.0
> Cc1ccc(C)c(-n2c(C3CC3)n[nH]c2=S)c1
  -1.5, 7, -2, 0.6
> N#CC1=C(N)Oc2c(c(-c3ccccc3)nn2-c2ccccc2)C1c1ccc(Br)cc1 (stereo not given)
  -0.9, 9, 6, -0.8
> O=C(c1cccc(F)c1)N1CCN(c2ccc([N+](=O)[O-])c(N3CCCCC3)c2)CC1
  0.5, 6, 16, 0.6
> Nc1ncccc1C(=O)OCc1c(F)cccc1Cl
  -1.7, 10, -14, 0.0
> O=C(CN(C1CCCCC1)S(=O)(=O)c1ccccc1)Nc1ccccc1F
  -1.4, 9, 13, 0.6
> Cc1cnc(C)c(-c2cccc3c2OC(CNC(=O)c2cc[n+]([O-])cc2)C3)n1 (stereo not given)
  -0.2, -6, -3, 0.2
> O=C(Cn1cc2c(n1)CCCCCC2)NCCc1ccccc1
  -0.8, 1, 5, 0.1
> C=C(C)CN1C(=O)NC(CC)(C2CCN(C(=O)Cc3c[nH]c4ccccc34)CC2)C1=O (stereo not given)
  -0.9, 5, 3, -0.3

# (list continues)
# Fields – GPR151 activ, TEAD-YAP block, MITF primary, FBW7 act
> CCOc1ccc(NC(=O)NCc2noc3ccc(C)cc23)cc1
  0.0, 7, 6, 0.0
> C#CC(C)(C)OC(=O)CCCC(=O)Nc1nc2ccccc2s1
  -2.4, -19, -5, -0.1
> O=C(Nc1ccc(Cl)cc1Cl)c1nc2nc(-c3ccccc3)cc(C(F)(F)F)n2n1
  -0.9, 4, -12, -0.1
> Cc1ccc(NC(=O)C2(NC(=O)c3ccc(-n4cnnn4)cc3)CCCCC2)cc1
  0.9, 4, 5, 0.0
> COc1ccc(-n2c(=O)cc(N3CCN(c4ccccc4)CC3)[nH]c2=O)cc1
  0.1, -6, 7, -0.1
> COCCNc1oc(-c2cccc(C)c2)nc1C#N
  -3.1, -22, 11, 0.5
> CCCCCn1c(CCCO)nc2ccccc21
  1.8, 5, 11, 0.3
> Cc1ncn(-c2ccc(Nc3nccc(-n4ccc(C(N)=O)n4)n3)cc2)n1
  0.8, 24, -6, 0.0
> Cc1c(NC(=S)NC(=O)c2ccc(F)cc2)cccc1-c1nc2ncccc2o1
  -0.3, -9, 19, 0.6
> CCOC(=O)c1c(NC(=O)c2ccc(F)cc2)sc(C(=O)Nc2ccccc2C)c1C
  -0.9, 3, 2, 0.0
> Cc1ccc2[nH]c3c(=O)n(C)nnc3c2c1
  -0.1, -2, -16, 0.4
> O=S(=O)(c1ccc2oc3ccccc3c2c1)N1CCCc2ccccc21
  -0.6, 59*, -4, 0.0
> O=C(CNCc1ccco1)N1CCCc2ccccc21
  1.8, 3, 28, -0.1
> COc1ccc2[nH]c3ccccc3c2c1
  -1.8, 0, 7, 0.7
> C=CCN1C(=O)C2C(C(=O)NC3CCCC3)C3(C)C=CC2(O3)C1C(=O)NC1CCCC1 (stereo not given)
  0.1, 1, 3, 0.1
> COc1cc(CNC(C)(C)CO)cc(Cl)c1OCc1ccc(F)cc1
  0.1, -4, 0, 0.9
> O=C(CSCc1c(F)cccc1Cl)NCc1cccnc1
  -0.2, -4, -8, 0.1
> CCN(C(=O)Cn1c(=O)oc2cc(Cl)ccc21)c1ccccc1
  0.3, 12, 10, -0.1
> CCCC[n+]1cc(-c2ccccc2)nc(N2CCCCC2)n1
  1.1, -17, 2, 0.0
> O=S(=O)(c1ccc(-n2nnc(-c3ccccc3Cl)n2)nc1)N1CCOCC1
  0.4, -12, 8, 0.0
> CCCC(=O)NC(c1cccs1)c1ccc2cccnc2c1O (stereo not given)
  0.5, 86*, 46, -1.0
> Cc1cccc(C)c1OCC(O)CNC(C)(C)C (stereo not given)
  0.9, 6, 5, 0.1
> CN(C)c1ccc(N2C(=S)NC(=NC(COc3ccccc3)C(C)(C)C)C23CCCCC3)cc1 (stereo not given)
  -0.6, 1, 6, 0.0
> COc1ccc(-c2cc(-c3ccccc3)nc3sc(C(=O)c4ccc(C)cc4)c(N)c23)cc1
  1.9, 6, -3, 0.2
> CC(C)CN(CC(C)C)C(=O)CN1C(=O)NC2(CCCCC2C)C1=O (stereo not given)
  0.5, 2, 3, 0.2
> CCN(CC)c1ccc(/C=N/NC)c(O)c1
  -0.8, -5, 6, -0.2
> CC1=NN(C(N)=S)C(=O)C1N=Nc1ccc(C)cc1C (stereo not given)
  -3.6, -61, -10, -0.3
> Cc1oc2c(O)c(O)ccc2c(=O)c1-c1cnn(-c2ccccc2)c1
  1.4, -26, -5, -0.2
> Fc1ccc(-c2nn3c(-c4ccncc4)nnc3s2)cc1
  0.9, 2, 5, 0.0
> CCNc1cccc(C(=O)NCCOc2ccccc2)n1
  -2.1, -67, 24, 0.0
> CCOC(=O)c1c(NC(=O)COc2ccccc2C(C)C)sc2c1CCCC2
  0.3, 6, 2, 0.1
> Cc1ccc(C(=O)NCc2ccc(F)cc2)c(Cl)c1
  -0.4, -26, 13, 0.0
> O=C(O)CCCNc1ccc([N+](=O)[O-])c(NCCCC(=O)O)n1
  -1.1, 6, 9, 0.0
> Cc1c(NC(=O)/C=C/c2ccc(Cl)cc2)c(=O)n(-c2ccccc2)n1C
  1.7, 14, -5, -0.2
> COCc1cc(C)nc(N/N=C/c2ccc(Cl)cc2Cl)c1C#N
  -0.4, 7, -5, 0.0
> Cc1ccc(OCCNC(=O)/C=C/c2ccco2)cc1C
  0.0, -6, 0, 0.0

# For reference, some entries already given:
# Fields – GPR151 activ, TEAD-YAP block, MITF primary, FBW7 act
> COc1ccc(-c2cc(-c3ccccc3)nc3sc(C(=O)c4ccc(C)cc4)c(N)c23)cc1
  1.9, 6, -3, 0.2
> CC(C)CN(CC(C)C)C(=O)CN1C(=O)NC2(CCCCC2C)C1=O (stereo not given)
  0.5, 2, 3, 0.2
> CCN(CC)c1ccc(/C=N/NC)c(O)c1
  -0.8, -5, 6, -0.2
> CC1=NN(C(N)=S)C(=O)C1N=Nc1ccc(C)cc1C (stereo not given)
  -3.6, -61, -10, -0.3
> Cc1oc2c(O)c(O)ccc2c(=O)c1-c1cnn(-c2ccccc2)c1
  1.4, -26, -5, -0.2
> Fc1ccc(-c2nn3c(-c4ccncc4)nnc3s2)cc1
  0.9, 2, 5, 0.0
> CCNc1cccc(C(=O)NCCOc2ccccc2)n1
  -2.1, -67, 24, 0.0
> CCOC(=O)c1c(NC(=O)COc2ccccc2C(C)C)sc2c1CCCC2
  0.3, 6, 2, 0.1
> Cc1ccc(C(=O)NCc2ccc(F)cc2)c(Cl)c1
  -0.4, -26, 13, 0.0
> O=C(O)CCCNc1ccc([N+](=O)[O-])c(NCCCC(=O)O)n1
  -1.1, 6, 9, 0.0
> Cc1c(NC(=O)/C=C/c2ccc(Cl)cc2)c(=O)n(-c2ccccc2)n1C
  1.7, 14, -5, -0.2
> COCc1cc(C)nc(N/N=C/c2ccc(Cl)cc2Cl)c1C#N
  -0.4, 7, -5, 0.0
> Cc1ccc(OCCNC(=O)/C=C/c2ccco2)cc1C
  0.0, -6, 0, 0.0
